Akt phos inh: blocks phosphorylation of Akt; Neuro2A IGF-stimulated pAkt S473 HTRF, 20 min; hits give low values; activity change, % for hits at 50 µM; 0.32% of 360,000 active; AID 651550; in the data active means activity change below about -80%; inconclusive means mostly about -51% to -80%; further: on the % scale 0 is the no-effect control and ±100 the full control effect
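Neuro2A cells (4,500/well, DMEM with 0.5% FBS) were treated with compound at a single 50 µM final concentration, stimulated with 6 nM IGF for 20 min at 37 °C, and lysed. Phospho-Akt Ser473 was read by HTRF as 665/615 ratio ×10^4.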
FUS yeast rescue: rescues growth of FUS-expressing yeast | Potency, µM (doses to about 76.6 µM), for the others: at the highest dose growth rescue (activation), actives largely listed as activators | 0.24% of 390,000 active | S. cerevisiae FUS-expressing, growth rescue, OD600, 24 h | AID 1347120;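 further: potency means the concentration at half of the fitted maximal effect; plate controls were DMSO vehicle for no effect and reference control for full effect; nearly all actives have a fitted effect of over 55% in size; some results filed as inactive show a strong effect at the top dose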
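FUS-expressing yeast, raffinose-pregrown, induced in 2% galactose minimal medium at OD 0.005; compounds in a dilution series, 24hr at 30C. Growth restoration read as absorbance at 600 nm. CP55940 positive control, DMSO negative.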
TDP-43 yeast inh: inhibitors of TDP-43 toxicity in yeast; Potency, µM (highest dose often 46.1 µM), for inactives: at the top dose growth rescue (activation), usual class: activators; TDP-43 expressing yeast growth rescue, BacTiter-Glo, 24 h; 1.8% of 410,000 active; further: potency means the concentration at half of the fitted maximal effect; % of control where 0% means no effect; nearly all actives have a fitted effect of over 50% in size
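Yeast expressing TDP-43 (pregrown in raffinose, seeded at OD600=0.02 in galactose medium) exposed to compounds 24 hr at 30 deg C. Growth read by BacTiter-Glo luminescence; rescue of toxicity appears as increased signal.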
PTHR1 ag: PTHR1 (human) receptor agonism; HEK293 GP2 PTHR1 cells, GloSensor cAMP luminescence, 1 h; Potency, µM (titrated, usually from 115 µM), inactives show top-dose activation, usual class: activators; 0.075% of 410,000 active; AID 743266; further: potency means the concentration at half of the fitted maximal effect; nearly all actives have a fitted effect of over 55% in size; some results filed as inactive show a strong effect at the top dose; inactives centre near -15; many of its hits are not listed in these tables
Target sequence (Q03431 whole entry, looked up): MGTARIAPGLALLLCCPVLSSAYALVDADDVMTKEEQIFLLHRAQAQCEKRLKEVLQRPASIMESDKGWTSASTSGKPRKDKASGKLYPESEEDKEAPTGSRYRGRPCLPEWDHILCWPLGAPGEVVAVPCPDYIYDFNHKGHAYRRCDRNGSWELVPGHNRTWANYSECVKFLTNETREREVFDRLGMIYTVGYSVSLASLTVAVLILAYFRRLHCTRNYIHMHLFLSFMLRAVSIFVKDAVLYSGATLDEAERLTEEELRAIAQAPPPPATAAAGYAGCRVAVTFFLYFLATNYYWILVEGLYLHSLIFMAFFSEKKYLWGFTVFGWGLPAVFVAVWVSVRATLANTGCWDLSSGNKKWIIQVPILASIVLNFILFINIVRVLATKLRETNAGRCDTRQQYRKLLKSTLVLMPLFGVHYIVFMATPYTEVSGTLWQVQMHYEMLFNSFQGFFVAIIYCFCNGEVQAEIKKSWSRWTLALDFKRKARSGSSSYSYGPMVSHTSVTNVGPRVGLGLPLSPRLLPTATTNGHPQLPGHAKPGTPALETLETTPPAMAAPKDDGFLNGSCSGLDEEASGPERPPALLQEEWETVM
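HEK-293-derived GP2 cells expressing PTHR1 and a GloSensor cAMP reporter, 3,000/well, plated overnight, given luciferin plus IBMX (each 0.5 mM as added) for 1 h at 37 °C, then compound for 1 h at 37 °C. Luminescence was read after 15 min at room temperature.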
HEK293 tox: cytotoxicity in counter-screen for GLP-1R inverse agonists | HEK293 cAMP-luciferase reporter cells, luminescence, 24 h | Potency, µM (titrated, usually from 38.3 µM), inactives show top-dose activity change, negative = inhibition, actives largely listed as inhibitors | 0.13% of 410,000 active;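 further: loss of luciferase light is scored as toxicity; potency means the concentration at half of the fitted maximal effect; on the % scale 0 is the no-effect control and ±100 the full control effect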
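Here, cytotoxicity is scored as loss of luminescence. The MLSMR collection was tested on cells seeded in medium containing 10% Nu serum, with a 24 hr compound exposure preceded by 12 hours of culture.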
Abeta rescue: restores growth of yeast expressing A-beta42 peptide. 0.063% of 410,000 active. Potency, µM (top dose mostly 46.1 µM), for inactives: at the highest dose growth rescue, usual class: activators. yeast expressing A-beta42, growth rescue, OD600, 48 h; response scale: 0% DMSO, 100% iron-clioquinol control; further: potency means the concentration at half of the fitted maximal effect; nearly all actives have a fitted effect of over 55% in size
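Yeast A-beta toxicity model in growth medium with pinned compounds, 48 h at 30 C; growth read as absorbance at 600 nm. Normalized to FeCl3/clioquinol equimolar mix (positive) and DMSO (negative).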
MmCpn inh: inhibitors of Methanococcus maripaludis chaperonin (MmCpn); purified Mm-Cpn ATPase, ADP Transcreener TR-FRET; 0.031% of 330,000 active; Potency, µM (doses to about 76.9 µM), without a hit: at the top dose activity, negative = inhibition, usual class: inhibitors; AID 504842; further: potency means the concentration at half of the fitted maximal effect; on the % scale 0 is the no-effect control and ±100 the full control effect; nearly all actives have a fitted effect of over 80% in size
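Inhibition of chaperonin ATP hydrolysis is measured as reduced ADP production, detected by competitive TR-FRET in which signal falls with ADP. Final enzyme 25 nM and ATP 10 uM, reacted 30 min at 37°C.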
aSyn yeast inh: alpha-synuclein toxicity inhibition in yeast; Yeast expressing alpha-synuclein, growth rescue, BacTiter-Glo, 24 h; AID 652106; 0.14% of 370,000 active; Potency, µM (doses to about 46.1 µM), inactives show top-dose growth rescue (activation), actives largely listed as activators; further: potency means the concentration at half of the fitted maximal effect; % of control where 0% means no effect; nearly all actives have a fitted effect of over 65% in size
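Readout is rescue of growth in alpha-synuclein-expressing yeast, so inhibitors of toxicity appear as activators. Growth after 24 hr at 30 deg C in galactose medium is quantified by luminescence.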
GLP1R inv ag: GLP-1 receptor (human) inverse agonism; Potency, µM (series often up to 38.3 µM), for the others: top-dose activity change, negative = inhibition, most hits filed as inhibitors; AID 624417; P43220; HEK293 GLP-1R CRE-luciferase, luminescence, 24 h; GLP-1R form is constitutively active; 1.6% of 410,000 active; further: potency means the concentration at half of the fitted maximal effect; on the % scale 0 is the no-effect control and ±100 the full control effect; nearly all actives have a fitted effect of over 55% in size
Target sequence (P43220 whole entry, looked up): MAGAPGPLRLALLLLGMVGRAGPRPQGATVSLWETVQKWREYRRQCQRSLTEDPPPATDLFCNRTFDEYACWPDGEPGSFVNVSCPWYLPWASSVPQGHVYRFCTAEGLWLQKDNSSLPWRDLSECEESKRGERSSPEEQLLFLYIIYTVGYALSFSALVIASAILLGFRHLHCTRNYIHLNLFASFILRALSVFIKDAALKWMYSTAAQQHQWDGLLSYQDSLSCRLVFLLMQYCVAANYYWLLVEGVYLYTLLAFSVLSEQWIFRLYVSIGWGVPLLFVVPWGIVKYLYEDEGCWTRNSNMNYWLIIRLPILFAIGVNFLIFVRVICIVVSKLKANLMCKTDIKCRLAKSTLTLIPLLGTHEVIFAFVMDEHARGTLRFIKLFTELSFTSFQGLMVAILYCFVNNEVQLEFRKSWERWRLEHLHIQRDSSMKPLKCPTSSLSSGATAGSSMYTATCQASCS
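Seeding at 200 cells/uL, 12 h culture, 24 hr compound treatment, then luciferase reagent and a luminescence read; cells are HEK293 stably expressing a constitutively active GLP-1R plus cAMP-responsive luciferase.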
* hit, by the source's call; i = inactive; ? = inconclusive; / = no result given; & = joins results of further samples; [ ] = dose if it differs, or a comment. Unless noted, the call rests on the fitted dose curve; in most records, active means well fitted curve in the direction sought with a large enough effect; inconclusive means small, poorly fitted or top-dose-only effect, or another doubt; inactive means no such curve, though single readings can be large; an effect the other way counts as inactive or inconclusive. An excerpt, so the mix of outcomes need not match the whole.

SMILES	Akt phos inh	FUS yeast rescue	TDP-43 yeast inh	PTHR1 ag	HEK293 tox	Abeta rescue	MmCpn inh	aSyn yeast inh	GLP1R inv ag
COc1ccc(OC)c2c(C)cc(NCCN3CCOCC3)nc12	i	-2%	-24%	?	8%	2%	-5%	-10%	4%
CCCCOc1ccc(C(=O)NCC(=O)NC2CCCCC2)cc1	i	7%	9%	i	16%	4%	0%	-1%	-17%
Cc1ccc2[nH]c(=O)c(CN(C)C(=O)c3cccs3)cc2c1	i	-13%	7%	-9%	0%	-17%	-1%	1%	9%
OCc1nc2ccccc2n1CC(O)Cn1ccc2ccccc21 (configuration not stated)	i	1%	23%	-17%	-14%	-5%	0%	8%	?
CN(C(=O)c1ccccc1OC1CCN(S(C)(=O)=O)CC1)C1CCOC1 (configuration not stated)	i	-34%	3%	i	-4%	10%	2%	2%	1%
CN(C)S(=O)(=O)N(CC(=O)NCCSCc1ccccc1)c1ccccc1	i	24%&23%	-15%&0%	-4%	0%&5%	14%&2%	-4%	5%	-34%&-23%
CN(CC(=O)Nc1ccc(F)c(F)c1F)C(=O)/C=C/c1ccc(Cl)cc1	i	/	-6%	i	3%	0%	1%	-1%	9%
C[C@@H](C[C@@H](O)[C@H](O)C(C)(C)O)[C@@H]1CC[C@]2(C)C3=CC[C@H]4C(C)(C)C(=O)CC[C@]4(C)[C@H]3CC[C@@]12C	i	?	4%	-40%[inhibitor]	1%	22%	1%	7%	26%
CC(OC(=O)CNC(=O)C12CC3CC(CC(C3)C1)C2)C(=O)Nc1ccc(S(N)(=O)=O)cc1 (configuration not stated)	i	34%	-1%	i	13%	5%	1%	2%	4%
CCN(C[C@H]1N[C@@](Cc2ccccc2)(C(=O)OC)[C@H]2C(=O)N(Cc3ccccc3)C(=O)[C@@H]12)S(=O)(=O)c1ccc(C(F)(F)F)cc1	i	25%	6%	-5%	1%	9%	-1%	11%	-15%
CC(C)NC(=O)OCc1c(COC(=O)NC(C)C)c([N+](=O)[O-])n2c1CCC2	i	1%	0%	-12%	-1%	2%	/	3%	24%
COc1ccc(CN2C(=O)N(c3ccc(OC)cc3)C(=O)C2CC(=O)Nc2ccccc2)cc1 (configuration not stated)	i	-22%	4%	i	2%	-7%	-1%	-2%	8%
CN1CCN(C(=O)CCCOc2cc(=O)n(C)c3ccccc23)CC1	i	-1%	-6%	-17%	19%	2%	1%	-3%	0%
Cc1ccccc1-n1nc(C)c2cc(C(=O)N3CCN(S(=O)(=O)c4ccccc4)CC3)sc21	i	/	26%	-6%	0%	21%	-2%	3%	10%
COc1ccccc1Nc1nc(Cl)nc(Nc2ccccc2OC)n1	i	10%	-4%	-54%[inhibitor]	0%	-17%	1%	-3%	31%[activator]
COc1cccc(CC(=O)Nc2ccc(N3CCOCC3)c(S(=O)(=O)Nc3ccccc3OC)c2)c1	i	/	-1%	i	-9%	-1%	/	7%	-2%
CN(C)/C=C1\N=C(c2ccccc2)OC1=O	i	9%	-11%[0.397 µM]	-9%	-2%	-5%	-4%	3%	39%[activator]
C=CCn1c(SCC(=O)Nc2cc(C)on2)nnc1-c1ccccc1OC	i	7%	4%	i	6%	-5%	1%	5%	-8%
C[C@@H]1CN([C@@H](C)CO)C(=O)c2cc(C#CC(C)(C)O)cnc2O[C@@H]1CN(C)C(=O)c1ccccc1F	i	3%	15%	-12%	-2%	9%	/	1%	-1%
O=C(Nc1ccc(Br)cc1)c1cc(-c2cccs2)nc2ccccc12	/	2%	12%	i	-2%	-7%	/	/	4%

Record cards, from the list above. Screens in order: Akt phos inh, FUS yeast rescue, TDP-43 yeast inh, PTHR1 ag, HEK293 tox, Abeta rescue, MmCpn inh, aSyn yeast inh, GLP1R inv ag
Entry for CN1CCN(C(=O)CCCOc2cc(=O)n(C)c3ccccc23)CC1 → i, -1%, -6%, -17%, 19%, 2%, 1%, -3%, 0%
Entry for O=C(Nc1ccc(Br)cc1)c1cc(-c2cccs2)nc2ccccc12 → /, 2%, 12%, i, -2%, -7%, /, /, 4%

Three compounds out of the list above, arranged by the value under FUS yeast rescue, descending:
Molecule	FUS yeast rescue
COc1ccccc1Nc1nc(Cl)nc(Nc2ccccc2OC)n1	10%
C=CCn1c(SCC(=O)Nc2cc(C)on2)nnc1-c1ccccc1OC	7%
O=C(Nc1ccc(Br)cc1)c1cc(-c2cccs2)nc2ccccc12	2%

Remaining list, next part:
SMILES	Akt phos inh	FUS yeast rescue	TDP-43 yeast inh	PTHR1 ag	HEK293 tox	Abeta rescue	MmCpn inh	aSyn yeast inh	GLP1R inv ag
Cc1ccccc1CN1C(=O)c2ccccc2S(=O)c2ccc(C(=O)NCCCN3CCOCC3)cc21 (configuration not stated)	i	15%	-18%	-5%	0%	-3%	-6%	1%	-26%
Cc1ccc(OC(C)C(=O)Nc2ccc3c(c2)n(C)c(=O)n3C)cc1C (configuration not stated)	i	7%	13%	i	-2%	-7%	1%	0%	60%[activator]
COc1ccc(NC(=S)N2CCN(C(c3ccccc3)c3ccccc3)CC2)c(OC)c1	i	?	-12%[9.22 µM]	-24%	11%[7.66 µM]	6%	0%	8%	?
COc1ccc2c(c1)c1c(c(=O)n(Cc3ccccc3)c(=O)n1CC(=O)Nc1ccc(C)cc1C)n2C	/	-4%	0%	-14%	-4%	-5%	/	/	4%
CCOc1ccc(N2C(=O)CC(Cc3ccccc3OC)C2=O)cc1 (configuration not stated)	i	3%	11%	-1%	-2%	19%	2%	4%	8%
N#Cc1ccccc1NC(=O)c1ccc2c(c1)OCCO2	i	-3%	26%	-18%	-4%	-9%	0%	-9%	22%
Cn1ccnc1SCC(=O)Nc1ccc(SC(F)F)cc1	i	6%	9%	-14%	-1%	-11%	-1%	0%	3%
O=C(CSc1ncn[nH]1)c1cccc([N+](=O)[O-])c1	i	-20%	0%	-2%	1%	-5%	-1%	-5%	4%
Cc1cccc(N2CCN(C(=O)CCCOc3ccccc3)CC2)c1C	i	?	?	-34%[inhibitor]	-16%	-30%	0%	0%	?
CC(=O)Nc1ccc(N2C(=O)CC(Sc3nc(C)cc(C)n3)C2=O)cc1 (configuration not stated)	i	6%	-1%	i	?	-2%	1%	-4%	12%
Cc1cn(CC(=O)NCc2ccc3c(c2)OCO3)c(=O)[nH]c1=O	i	27%	-1%	i	1%	-10%	/	-2%	10%
COc1cc(C(=O)NCC(=O)NC(C)c2ccc(-n3ccnc3)cc2)cc(OC)c1OC (configuration not stated)	i	31%	-5%	-25%	15%	0%	2%	0%	5%
CC(=O)C1=C(Nc2ccccc2)CC(C)(O)C(C(C)=O)C1c1ccccc1 (configuration not stated)	i	10%	-6%	-30%[inhibitor]	-7%	3%	0%	-6%	?
COc1cnc(-c2ccccc2)nc1Oc1ccc(Cl)cc1C	i	-24%	1%	i	8%	3%	0%	-3%	14%
CC(C)(C)C(=O)NC(=S)N1CCCC1	i	/	26%	-5%	8%	11%	1%	9%	38%[activator]
CC1=NN(C(=O)c2csc(C)c2)C(O)(C(F)(F)F)C1 (configuration not stated)	i	1%	5%	-18%	?	-4%	2%	1%	?
COc1ccc(N=C2SC(C(=O)Nc3ccc(F)cc3)CC(=O)N2C)cc1 (configuration not stated)	i	-3%	26%	-64%[inhibitor]	-7%	14%	-2%	0%	-26%
Cc1ccc(OCCCCN2CCCCC2)c(C)c1	i	-16%	8%	-13%	13%	2%	-1%	2%	-3%
O=C(NC1CCCCC1)c1cc(S(=O)(=O)N2CCOCC2)ccc1Cl	i	-49%[inhibitor]	-29%	?	-3%	-4%	0%	-1%	15%
O=C(CSc1nnc2scc(-c3ccccc3)n12)NCc1ccco1	i	8%	21%	i	-6%	13%	1%	5%	13%
Cn1nc(-c2ccccc2)c(-c2nc(-c3ccc(Cl)cc3)no2)c1Cl	i	-9%	4%	-18%	0%	-1%	0%	4%	3%
O=C(Nc1cccnc1)c1ccc(Cl)cc1[N+](=O)[O-]	i	16%	9%	12%	20%	-11%	2%	0%	3%
CCCS(=O)(=O)N1CCN=C1SCc1ccc(F)cc1	i	-14%	21%	i	1%	/	4%	0%	14%
COC(=O)c1ccccc1NC(=O)/C=C/c1ccco1	i	/	3%	-11%	9%	-13%	3%	-2%	8%
O=C(NC1CCCCC1)c1ccc(S(=O)(=O)N2CCCC2)cc1	i	19%	-24%	i	-32%	8%	1%	11%	-2%
Cc1cc(S(=O)(=O)N2CCC3(CC2)OCCO3)c(C)cc1Cl	i	15%	23%	-5%	19%	?	2%	1%	?
Cc1cc(S(=O)(=O)NCC(c2ccco2)S(=O)(=O)c2cccs2)ccc1F (configuration not stated)	/	31%	?	i	-5%	-29%	/	/	-21%
COc1cccc(C(=O)Nc2ccc3c(c2)n(C)c(=O)n3C)c1	i	11%	-26%	-4%	6%	-2%	1%	3%	47%[activator]
Cc1ccc(/C=N/NC(=O)c2nnn(-c3nonc3N)c2CSc2ccc(Cl)cc2)cc1	i	-24%	0%	-26%	-4%	-3%	-4%	-9%	0%
CN1CCCC(C)(C(=O)Nc2ccc(-n3cccc3)cc2)C1 (configuration not stated)	i	-13%	10%	i	2%	-5%	/	1%	-20%
COc1ccc(/C=C2\SC(=S)N(CC(=O)OCC(=O)Nc3ccc([N+](=O)[O-])cc3OC)C2=O)cc1	i	20%	25%	i	5%	5%	-5%	0%	-2%
N/N=C1\CCCc2c1[nH]c1ccc([N+](=O)[O-])cc21	i	4%	-1%	i	?	-7%	0%	-6%	28%
CCNc1nc(N2CCOCC2)nc(N(c2ccccc2)c2ccccc2)n1	-110%*	10%	-13%	i	-21%	-4%	1%	-5%	-17%
